CHRM5 agonist = CHRM5 agonism in calcium assay | CHO-K1 hM5 cells, Fluo-8 calcium fluorescence; 0% DMSO wells, 100% maximal acetylcholine response | P08912 | 360,000 tested, 0.19% active | activation, % at 3 µM;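 active means activation above the run's mean over test compounds plus 3 SD, cut at about 23% in these data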;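 further: signal is peak over basal fluorescence ratio across the kinetic read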
CRFR2-BP ag = agonists of human CRF-binding protein/CRF-R2 receptor complex; 350,000 tested, 0.46% active; HEK293 CRF-R2/CRF-BP, calcium dye fluorescence (FLIPR); percent of saturating CRF peptide response; activation, % at 13.2 µM; AID 588473;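 active means activation of at least 50%, plus an integration ratio under a set limit after plate pattern correction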;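 further: plate controls were neutral control wells without compound for no effect and CRF at EC100 for full effect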
IDE inh = inhibitors of human insulin-degrading enzyme in cells. AID 434962. 320,000 tested, 0.41% active. HEK cells, FAbetaB cleavage, fluorescence polarization. inhibition, % at 5.59 µM;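 active means percent inhibition above the average of all tested compounds plus 3 SD, set per screening campaign, cut at about 16% in these data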;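 further: IDE supplied by intact live HEK cells; FP after avidin binding of uncleaved biotin substrate so inhibition keeps polarization high; 0% = DMSO wells and 100% = 60 µM reference IDE inhibitor Ii1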
Target sequence (P14735 whole entry, looked up): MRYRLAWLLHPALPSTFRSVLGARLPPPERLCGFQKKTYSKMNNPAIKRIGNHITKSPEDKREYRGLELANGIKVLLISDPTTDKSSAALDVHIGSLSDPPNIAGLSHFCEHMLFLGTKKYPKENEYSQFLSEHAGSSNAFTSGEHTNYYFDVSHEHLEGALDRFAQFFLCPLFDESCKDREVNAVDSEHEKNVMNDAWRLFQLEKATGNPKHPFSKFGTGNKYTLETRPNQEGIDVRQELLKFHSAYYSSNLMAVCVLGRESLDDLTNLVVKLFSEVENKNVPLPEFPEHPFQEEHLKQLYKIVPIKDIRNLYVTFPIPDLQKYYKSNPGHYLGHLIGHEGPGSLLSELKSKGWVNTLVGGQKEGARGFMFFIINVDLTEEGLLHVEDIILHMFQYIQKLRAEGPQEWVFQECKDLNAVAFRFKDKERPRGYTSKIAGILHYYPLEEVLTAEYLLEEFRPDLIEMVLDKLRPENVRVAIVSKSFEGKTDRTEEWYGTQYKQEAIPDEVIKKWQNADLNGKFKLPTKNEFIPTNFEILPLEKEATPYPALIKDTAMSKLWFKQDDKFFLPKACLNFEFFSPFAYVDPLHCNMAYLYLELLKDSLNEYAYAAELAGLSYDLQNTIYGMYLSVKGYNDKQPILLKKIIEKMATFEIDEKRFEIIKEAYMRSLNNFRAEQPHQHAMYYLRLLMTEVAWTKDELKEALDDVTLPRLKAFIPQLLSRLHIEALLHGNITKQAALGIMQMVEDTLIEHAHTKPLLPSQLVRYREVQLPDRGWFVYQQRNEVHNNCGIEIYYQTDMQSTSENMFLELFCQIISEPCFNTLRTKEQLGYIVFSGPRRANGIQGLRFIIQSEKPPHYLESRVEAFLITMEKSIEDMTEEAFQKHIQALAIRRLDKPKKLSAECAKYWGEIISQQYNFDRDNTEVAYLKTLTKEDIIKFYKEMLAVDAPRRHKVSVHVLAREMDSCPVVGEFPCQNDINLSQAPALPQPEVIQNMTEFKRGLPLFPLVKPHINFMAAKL
CHRM5 PAM = CHRM5 positive allosteric modulation; 360,000 tested, 0.3% active; P08912; CHO-K1 hM5, Fluo-8 calcium, ACh EC20 PAM; 0% = ACh EC20, 100% = ACh EC100; activation, % at 3 µM;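 active means activation above the run cutoff, the mean activation of all test compounds plus 3 SD, cut at about 18% in these data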
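System – CHO-K1 hM5 cells · Compound – 3 µM, single dose · Incubation – compound preincubation 140 s before EC20 acetylcholine addition · Technique – Fluo-8 calcium fluorescence · Measure – Max/basal fluorescence ratio as % of EC20–EC100 ACh window · Benchmarks – low control EC20 acetylcholine (0%), high control EC100 acetylcholine (100%) · Replication – singlicate, one well per test compound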
CRFBP-R2 block = blocks CRF-induced signaling of the CRF-BP/CRF-R2 complex. HEK293 CRF-R2/CRF-BP, CRF-induced calcium fluorescence. inhibition, % at 11.8 µM. 350,000 tested, 0.59% active;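 active means inhibition of the ligand-induced calcium signal above about 50% at the single tested concentration, limit read from the data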
CHRM4 PAM = positive allosteric modulators of human muscarinic M4 receptor | P08173 | CHO-K1 hM4/Gqi5, Fluo-8 calcium fluorescence, ACh EC20; 0% = ACh EC20, 100% = maximal ACh | activation, % at 3 µM | 360,000 tested, 0.4% active;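 active means activation above its plate's cutoff, the mean activation of sample wells plus 3 SD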; further: some results filed as inactive read as strong as hits
CHRM5 antagonist = blocks acetylcholine activation of human M5 receptor; P08912; CHO-hM5 cells, Fluo-8 calcium fluorescence, ACh EC80; inhibition, % at 3 µM; 360,000 tested, 0.59% active; AID 624040;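 active means inhibition above a per-plate cutoff, the mean of that plate's test compounds plus 3 SD, cut at about 27% in these data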;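 further: 0% = acetylcholine EC80 with DMSO and 100% = DMSO without agonist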
CHRM4 antagonist = antagonists of human muscarinic M4 receptor (CHRM4). CHO-hM4 cells, ACh EC80, Fluo-8 calcium fluorescence. inhibition, % at 3 µM. 360,000 tested, 0.73% active;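 active means inhibition above its plate's cutoff, the mean inhibition of sample wells plus 3 SD, cut at about 27% in these data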;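 further: 0% = acetylcholine EC80 with DMSO and 100% = DMSO without agonist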
M4 ag = CHRM4 agonism in calcium assay. P08173. CHO-K1 hM4/Gqi5, Fluo-8 calcium fluorescence; vehicle 0%, full acetylcholine response 100%. activation, % at 3 µM. 360,000 tested, 0.14% active. AID 624127;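 active means activation above the run mean over all test wells plus 3 SD, cut at about 32% in these data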;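 further: peak over basal fluorescence ratio per well then scaled between controls; 0% = DMSO wells and 100% = acetylcholine at EC100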
An asterisk follows results filed as active; · = not tested or not shown. Not a hit list. Share with any hit: about 2.9%.

cpd | smiles | CHRM5 agonist | CRFR2-BP ag | IDE inh | CHRM5 PAM | CRFBP-R2 block | CHRM4 PAM | CHRM5 antagonist | CHRM4 antagonist | M4 ag
1 | CC1O[C@H](OC2C(COC3OC(CO)C(O)[C@H](O)C3O)OC(OC3CC[C@]4(C)C(CC[C@@]5(C)[C@@H]4C=C[C@]46OC[C@@]7(CCC(C)(C)C[C@H]74)C(O)C[C@@]56C)C3(C)C)C(O)C2O)C(O)C(O)C1O (stereo partly specified) | 2.6 | -0.2 | 4.4 | 2.6 | -2.3 | -9.5 | 3.5 | 1.4 | 0.2
2 | CC(C)c1ccc(C(=O)Nc2ccc(CN3CCOCC3)cc2)cc1 | 3.3 | 4.0 | 4.1 | 2.1 | -2.4 | 3.2 | -1.0 | -4.6 | 5.8
3 | S=c1[nH]c2cc(Cl)c3cccnc3c2o1 | 4.4 | -1.0 | 0.8 | -5.0 | 6.8 | 8.2 | -16.0 | -14.1 | -0.1
4 | Cn1c(=O)c(=O)n(C)c2cc(S(=O)(=O)N3CCN(c4ccc(F)cc4)CC3)ccc21 | -2.6 | -1.2 | -11.4 | 3.0 | -20.1 | 2.7 | -5.3 | -5.8 | 0.1
5 | COc1ccc(C2C(=O)N(C3CCCCC3)CC(=O)N2CCc2ccccc2)cc1OC (stereo unspecified) | 2.6 | -2.2 | -0.4 | -1.0 | -27.3 | 11.5 | 0.2 | -6.0 | 1.1
6 | COc1ccc(C(=O)N2CCN=C2SC)cc1 | 0.3 | 0.5 | -2.1 | -3.8 | 18.0 | 1.9 | 5.3 | -1.7 | 0.5
7 | O=S(=O)(c1ccc(NC(=S)NC2CC2)cc1)N1CCOCC1 | -2.0 | 0.3 | 4.7 | 4.0 | 14.8 | 9.8 | -2.7 | -3.5 | 2.5
8 | COc1ccc(OCC(=O)Nc2cc(-c3nn(C)c(=O)c4ccccc34)ccc2N2CCOCC2)cc1 | -0.4 | -0.3 | -1.9 | 7.5 | 7.8 | 2.9 | -3.7 | 9.7 | 0.5
9 | Cc1cc(C)cc(N(C(=O)Cn2nnc3ccccc32)C(C(=O)NCc2ccco2)c2ccncc2)c1 (stereo unspecified) | -3.3 | 4.5 | 1.1 | -1.9 | -9.5 | 2.4 | -2.5 | -17.1 | 2.7
10 | Cc1ccc(C2(C)NC(=O)N(CC(=O)c3ccc(Cl)s3)C2=O)cc1 (stereo unspecified) | 10.8 | 3.8 | 2.9 | -8.0 | -50.3 | 1.3 | 2.2 | 5.2 | 12.8
11 | COc1ccc(/C=N/NC(=O)c2ccccc2OC)cc1COc1ccc(C)cc1 | -4.6 | -0.3 | 0.6 | 2.6 | -8.4 | -2.0 | -7.5 | -1.6 | 1.6
12 | Cc1n[nH]c(=S)n(/N=C/c2ccccn2)c1=O | 0.8 | -0.2 | -0.5 | -3.4 | 9.6 | -5.4 | -2.0 | 0.8 | 0.2
13 | Cc1cc(N)n(-c2ccc3ccccc3c2)n1 | -1.1 | -1.6 | 1.4 | -1.2 | -1.4 | 22.9 | -1.2 | -3.5 | -2.0
14 | Cc1cccc(NNC(=O)C2CCC2)c1 | 3.5 | -1.1 | 7.5 | -0.2 | -2.6 | 3.4 | -0.2 | -3.7 | 1.0
15 | Cc1ccc(Nc2nc3ccccc3c(=O)s2)cc1C | -0.2 | 1.7 | -0.2 | 0.4 | 1.6 | 11.4 | -0.4 | -8.0 | 1.3
16 | COc1cccc(NC(=O)COc2coc(CN3CCN(c4ccccc4)CC3)cc2=O)c1 | 1.8 | -1.6 | -7.3 | 0.7 | -2.3 | 4.2 | -1.3 | -9.3 | 0.6
17 | COCCNC(=O)c1c(N)n(/N=C/c2cccs2)c2nc3ccccc3nc12 | -3.9 | 1.6 | 5.2 | -3.1 | -29.9 | -0.1 | -0.3 | 1.7 | 2.2
18 | CN(C)C(=O)C(=O)c1cccn1-c1cccc(Cl)c1C#N | 0.5 | -1.3 | 3.3 | -2.8 | 5.1 | 2.3 | -9.2 | -3.1 | 1.2
19 | CC(C)(C(=O)O)n1cncn1 | -2.1 | -0.3 | 2.5 | 2.1 | 13.0 | -2.7 | -4.4 | -0.4 | 0.6
20 | CN(CC(=O)c1c(N)n(C)c(=O)n(C)c1=O)c1ccccc1 | -1.1 | 0.9 | 1.8 | 5.0 | 8.1 | 9.5 | 6.2 | -5.1 | 4.0

cpd | smiles | CHRM5 agonist | CRFR2-BP ag | IDE inh | CHRM5 PAM | CRFBP-R2 block | CHRM4 PAM | CHRM5 antagonist | CHRM4 antagonist | M4 ag
21 | CCOC(=O)[C@@H]1[C@H]2COc3ccccc3[C@@H]2N2C(=O)N(c3ccc(Br)cc3)C(=O)[C@]12C | 0.5 | 0.3 | 3.0 | 3.3 | -6.0 | 12.1 | 4.7 | -8.6 | -0.9
22 | CCOc1ccc(-n2c(SCC(=O)Nc3ccccc3C)n[nH]c2=O)cc1 | -0.2 | -4.5 | -6.3 | 0.6 | 6.2 | -0.3 | 6.1 | 0.0 | -0.2
23 | O=C(Nc1ccc(-c2nc3cccnc3s2)cc1)c1ccc(Br)o1 | 6.0 | -3.1 | · | -4.7 | 14.8 | 7.5 | -0.3 | -8.5 | 5.2
24 | CS(=O)(=O)NNC(=O)c1sccc1OCc1ncc(C(F)(F)F)cc1Cl | 4.3 | -0.3 | -2.9 | -1.5 | 0.5 | -14.4 | -4.7 | -3.2 | 0.7
25 | COc1cc(C(=O)NCC(=O)N/N=C/c2c(C)[nH]c3ccccc23)cc(OC)c1OC | -4.8 | 7.3 | 1.4 | -9.3 | 2.0 | -2.1 | 12.9 | -1.4 | 0.0
26 | COc1ccc(C(=O)Nc2ccc(S(=O)(=O)N3CCCC3)cc2)cc1 | -2.3 | 0.3 | 0.5 | -5.9 | -34.5 | 0.3 | 13.0 | 7.0 | 4.6
27 | Nc1nnc(SCC(=O)Nc2ccc3c(c2)OCCO3)s1 | 1.1 | 1.6 | 1.2 | -0.1 | -3.4 | 6.7 | -6.7 | 8.8 | -1.1
28 | O=C(NC1CC1)c1ccc(NC(=O)C2CCC2)cc1 | -0.6 | -0.5 | · | -2.7 | -12.9 | -1.2 | -3.1 | -3.4 | 0.6
29 | COc1ccc(Cl)cc1NC(=O)CC1CCCC1 | -3.4 | 0.8 | 3.3 | 0.2 | 2.6 | -3.0 | 6.5 | 1.7 | -1.1
30 | COc1cc(/C=C/C(=O)OCC(=O)N2CCCc3ccccc32)ccc1OCC#N | 1.6 | -0.4 | 2.1 | -1.2 | -0.2 | 6.4 | -3.8 | -13.1 | 6.5
31 | COCCn1c(N)c(Sc2ccc(Cl)cc2)c(=O)[nH]c1=O | -0.8 | -2.8 | -4.2 | -8.8 | 0.6 | -3.8 | 15.3 | 0.9 | -0.1
32 | CCc1nc(SCC(=O)Nc2ccc3c(c2)OCCO3)c2oc3ccccc3c2n1 | -3.0 | 7.9 | -2.0 | 1.4 | -45.1 | 17.1 | 19.0 | -1.2 | 1.1
33 | CCCCCCC(=O)Nc1nc(C)c(-c2csc(Nc3cc(Cl)ccc3C)n2)s1 | -0.6 | -0.6 | -4.1 | -3.8 | -22.9 | -2.7 | 7.2 | -2.6 | 1.1
34 | O=C(CN(Cc1cccs1)S(=O)(=O)c1ccc(S(=O)(=O)N2CCCCC2)cc1)Nc1ccccc1 | -1.7 | -0.8 | 0.5 | -3.3 | -17.4 | -3.2 | 0.0 | 10.3 | -0.3
35 | CC1=C(CC(=O)c2ccc(Cl)cc2)C(=O)c2ccccc2C1=O | -0.5 | 0.2 | -3.6 | -1.5 | -1.1 | 1.1 | 13.1 | 8.4 | -0.1
36 | O=S(=O)(c1cccc(NC(=S)N2CCN(c3cccc(Cl)c3)CC2)c1)C(F)F | -2.6 | 12.6 | 3.8 | -12.6 | -39.8 | -10.8 | 15.3 | 19.2 | 19.3
37 | CCOc1ccc2nc(N(CCCN(C)C)C(=O)c3ccc(S(=O)(=O)N4CCCC4)cc3)sc2c1 | -7.6 | 5.1 | 6.3 | 6.9 | -27.9 | 6.9 | -5.0 | -2.4 | 3.0
38 | CCCN(C(=O)c1cc(S(=O)(=O)N2CCN(CC)CC2)ccc1Cl)C1CCS(=O)(=O)C1 (stereo unspecified) | -7.7 | 5.3 | · | 3.4 | -9.4 | 4.8 | -0.3 | -10.7 | 0.8
39 | CC(Sc1nc(N)c2c3c(sc2n1)CSC(C)(C)C3)C(=O)Nc1ccccc1 (stereo unspecified) | 0.1 | 1.5 | 7.2 | 1.8 | -51.3 | 6.3 | -3.3 | -16.9 | 2.1
40 | Cc1ccc(CNCC(=O)Nc2ccc(N3CCOCC3)cc2)cc1 | 7.2 | 1.8 | 0.7 | 13.9 | -5.7 | -0.9 | -12.3 | -7.2 | 3.5

cpd | smiles | CHRM5 agonist | CRFR2-BP ag | IDE inh | CHRM5 PAM | CRFBP-R2 block | CHRM4 PAM | CHRM5 antagonist | CHRM4 antagonist | M4 ag
41 | Cc1cccc(C2=NN(c3ccccc3)[C@H](CO)[C@H]2c2ccc(Cl)cc2)c1 | 0.6 | 0.4 | · | -1.0 | -2.6 | -6.7 | -9.9 | -2.2 | 0.0
42 | O=C(NC1CCCCC1)c1cc(S(=O)(=O)N2CCOCC2)ccc1Cl | 1.4 | -0.7 | -0.5 | 7.1 | 1.7 | -2.9 | -6.9 | -9.0 | 1.4
43 | COC(=O)CCCCCCCCCC[N+]1(C)CCCCC1 | -8.9 | -1.5 | 1.9 | -3.3 | 9.6 | -14.1 | 3.4 | 30.7* | 0.2
44 | CC(=O)Nc1ccc2c(CSc3nnc(-c4cccnc4)n3-c3ccc(C)cc3C)cc(=O)oc2c1 | -3.1 | -2.1 | 8.0 | -7.5 | 7.3 | -2.1 | 1.8 | 3.9 | 1.4
45 | Cc1c(-c2csc(N)n2)c2ccccc2n1C | -5.8 | 1.4 | -1.4 | -0.2 | -0.2 | 2.0 | 1.0 | -21.4 | 0.1
46 | O=C(COC(=O)c1cc(S(=O)(=O)N2CCOCC2)ccc1F)Nc1c(Cl)cccc1C(F)(F)F | -3.4 | -0.6 | -2.8 | 5.5 | -1.4 | 10.1 | 8.8 | -2.3 | 1.9
47 | OC1COC(c2ccccc2)OC1C(O)C1OC(c2ccccc2)OCC1O (stereo unspecified) | 1.3 | -1.0 | · | 6.4 | 1.6 | 2.1 | 11.9 | -0.7 | -0.2
48 | COc1ccc(N=C2CC(C)(C)CC(=O)/C2=C(/O)c2ccccc2)cc1 | 1.1 | 1.4 | 0.9 | -4.2 | 12.9 | 2.2 | 3.1 | 9.2 | 3.7
49 | CC(=O)c1c(C)[nH]c(C(=O)CN2CCN(S(=O)(=O)c3ccccc3F)CC2)c1C | 8.0 | 0.1 | 5.3 | -15.6 | 3.1 | -5.4 | 15.2 | -4.4 | 13.8
50 | CCN(C(=O)N1CCOCC1)c1ccccc1C | -1.7 | -0.7 | 3.0 | 6.8 | -6.6 | -3.2 | 6.9 | 2.9 | 0.7
51 | COc1cccc(/C=N/N(C)C2=NS(=O)(=O)c3ccccc32)c1O | 0.7 | -1.5 | -2.8 | 2.8 | 8.2 | 2.6 | -9.4 | -11.9 | 0.8
52 | CCOC(=O)C(C)Sc1cnccn1 (stereo unspecified) | -1.9 | -1.9 | -6.2 | -3.3 | 1.6 | 2.7 | 5.3 | -0.1 | 0.2
53 | O=C(CN1CCN(S(=O)(=O)c2ccc(F)cc2)CC1)Nc1cc(C(F)(F)F)ccc1Cl | -0.8 | 2.6 | 5.1 | -7.4 | -41.5 | -3.2 | -1.2 | 1.5 | 1.0

Screens: PubChem BioAssay, several laboratories
